PriA SSB inh: blocks PriA binding to SSB C-terminal tail | hit rate 0.6% among 430,000 | AlphaScreen SSBct-PriA binding, biotinylated peptide | inhibition, % at 33 µM; in the data active means inhibition mostly above about 37%, no sharp cut-off; inactive means mostly below about 20%;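 further: plate controls were negative control peptide for no effect and reference peptide for full effect; strong numbers were not always called active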
Yp Topo-I inh: inhibitors of Yersinia pestis topoisomerase I | Y. pestis Topo-I cleavage product accumulation, plate reader | activity, % at 10 µM | AID 504884 | hit rate 0.064% among 360,000; in the data active means activity above about 50%, passing the limit was not always enough; further: inactives centre near 2
MazEF act: increases E. coli MazEF RNase cleavage of RNA. P0AE70. FAM/BHQ RNA-DNA oligo cleavage fluorescence, 5 h. activation, % at 20 µM. hit rate 0.32% among 350,000. AID 504720; in the data active means activation above about 50%
Target sequence (P0AE70 whole entry, looked up): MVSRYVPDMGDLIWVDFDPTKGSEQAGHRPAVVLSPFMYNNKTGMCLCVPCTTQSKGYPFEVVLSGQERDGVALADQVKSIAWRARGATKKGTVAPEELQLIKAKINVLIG
CCHF vOTU inh: CCHFV vOTU protease inhibition; hit rate 0.55% among 370,000; inhibition, % at 11.5 µM; Pep-AMC fluorescence; AID 651958; in the data active means inhibition above about 30%; further: 0% = vehicle wells with enzyme and 100% = no enzyme wells
Rv3671c protease: inhibits the M. tuberculosis serine protease Rv3671c; inhibition, % at 5.96 µM; hit rate 0.048% among 320,000; in the data active means inhibition above about 38%;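 further: extracellular domain of Rv3671c used as enzyme; 0% = enzyme with DMSO and 100% = no enzyme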
Target sequence (P9WHR9 whole entry, looked up, the tested form may be a part): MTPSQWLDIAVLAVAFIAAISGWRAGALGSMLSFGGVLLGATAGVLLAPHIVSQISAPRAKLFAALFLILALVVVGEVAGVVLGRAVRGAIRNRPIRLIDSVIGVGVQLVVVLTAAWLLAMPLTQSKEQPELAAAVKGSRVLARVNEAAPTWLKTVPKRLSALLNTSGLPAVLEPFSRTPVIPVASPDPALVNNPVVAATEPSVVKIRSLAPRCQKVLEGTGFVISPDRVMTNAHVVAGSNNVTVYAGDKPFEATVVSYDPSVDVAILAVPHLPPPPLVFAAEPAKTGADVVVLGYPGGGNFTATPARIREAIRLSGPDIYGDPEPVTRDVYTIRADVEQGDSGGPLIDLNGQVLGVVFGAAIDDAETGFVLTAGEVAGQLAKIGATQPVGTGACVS
BH1578 lux ind: induces V. cholerae light production without autoinducers. activation, % at 18.7 µM. hit rate 0.16% among 350,000. V. cholerae BH1578 lux reporter, luminescence, 6 h; in the data active means activation mostly above about 9.7%, no sharp cut-off; further: not every result past the cut was called active; inactives centre near 0; reference of the scale not given here
SARS 3CLpro inh: SARS-CoV 3CLpro protease inhibition; P0C6X7; recombinant SARS-CoV 3CLpro, quenched FRET peptide cleavage; inhibition, % at 6 µM; hit rate 0.14% among 290,000; AID 1706; in the data active means inhibition above about 12%
TcdB GH inh: inhibitors of Clostridioides difficile toxin B glycohydrolase | inhibition, % at 9.99 µM | AID 652162 | hit rate 0.24% among 350,000 | TcdB glycohydrolase enzymatic assay, plate reader | P18177; in the data active means inhibition above about 10%
VHR inh abs: DUSP3 (human) phosphatase inhibition. recombinant VHR phosphatase, pNPP absorbance. inhibition, % at 13.3 µM. P51452. hit rate 0.52% among 290,000; in the data active means inhibition above about 50%; further: some compounds called inactive have numbers as strong as hits
Target sequence (P51452 whole entry, looked up): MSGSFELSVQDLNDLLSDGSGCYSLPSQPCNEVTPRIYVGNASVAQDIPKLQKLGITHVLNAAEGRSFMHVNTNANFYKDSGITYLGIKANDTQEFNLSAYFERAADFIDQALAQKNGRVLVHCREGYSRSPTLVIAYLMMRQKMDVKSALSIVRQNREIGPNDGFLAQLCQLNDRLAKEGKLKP
PrPC surface inh: cell surface PrPC inhibition, primary TR-FRET screen; P04156; TR-FRET read-out; inhibition, % at 13.8 µM; hit rate 0.43% among 370,000; AID 720596; in the data active means inhibition above about 24%; further: 0% = median of the test wells and 100% = reference compound wells
Active calls of the source: *; i = inactive; . = not tested or not shown; & = joins results of further samples. These rows are one share of the data; rates above refer to the full screens.

item | SMILES | PriA SSB inh | Yp Topo-I inh | MazEF act | CCHF vOTU inh | Rv3671c protease | BH1578 lux ind | SARS 3CLpro inh | TcdB GH inh | VHR inh abs | PrPC surface inh
1 | O=C(NCCc1ccccc1)c1ccc(CS(=O)(=O)Cc2ccccc2F)o1 | -8 | 4 | -3 | -7 | -3 | -1.8 | 1 | . | 24 | -4
2 | O=C(NCCc1ccccc1)C1CCN(C2CCN(C(=O)CC3=CCCCC3)CC2)CC1 | -5 | 18 | 7 | -7 | 12 | -0.2 | -2 | -0.4 | 13 | -8
3 | O=C(NC(NC(=S)Nc1ccccc1Cl)C(Cl)(Cl)Cl)c1cccc(Cl)c1 (stereo not given) | -9 | 0 | 18 | 18 | -215 | -1.6 | 6 | . | 26 | 25*
4 | COC(=O)c1cc(NC2c3ccccc3C(=O)N2Cc2ccco2)cc(C(=O)OC)c1 (stereo not given) | 3 | 8 | 7 | -7 | 11 | 0.2 | 1 | 1.2 | 38 | 0
5 | COc1cc(NC(=O)c2cccc(Br)c2)nc(OC)n1 | -32 | -12 | 6 | 1 | -5 | i | 4 | 1.3 | 11 | 12
6 | Cc1nc(NC2CCCC2)sc1C(=O)N(C)C | -4 | -4 | -11 | 1 | 3 | -0.5 | 3 | . | 27 | 8
7 | COc1ccc(OC)c(NC(=O)c2cc3ccccc3cc2OC)c1 | 14 | -4 | 13 | 6 | -5 | -0.4 | -3 | 0.7 | 5 | 8
8 | CC[N+](C)(CC)CCOC(=O)C1c2ccccc2Oc2ccccc21 | -4 | -6 | -4 | 2 | 4 | i | . | 0.3 | . | 1
9 | O=C(CN1C(=O)NC2(CCc3ccccc32)C1=O)NCc1cccc(C(F)(F)F)c1 (stereo not given) | -2 | 2 | 0 | 4 | -9 | i | . | 1.9 | . | 1
10 | N#CC1(NC(=O)CSc2nnc(-c3ccccc3F)o2)CCCCC1 | -12 | -1 | 2 | -5 | 1 | i | . | 2.7 | . | -3
11 | COc1ccc(NC(=O)CS(=O)CC(=O)Nc2cccc3cccnc23)cc1 (stereo not given) | 8 | -1 | 8 | -1 | 5 | -0.2 | 3 | 1.0 | 21 | 1
12 | C[C@@H]1CN([C@@H](C)CO)C(=O)CCCn2nncc2CO[C@@H]1CN(C)C(=O)OCc1ccccc1 | . | 3 | 7 | 11 | . | -0.3 | . | 0.4&0.5&0.2 | . | -2
13 | CC(=O)Nc1cccc(-c2cc(-c3c(Cl)cccc3Cl)no2)c1 | -2 | 3 | 3 | 0 | -7 | i | 4 | 1.1 | -8 | 13
14 | Cc1cccc2sc(NC(=O)c3ccc(OCC4CCCO4)cc3)nc12 (stereo not given) | -11 | -4 | 1 | -3 | -26 | i | 4 | 0.6 | 1 | 8
15 | COc1ccc(-c2ncncc2-c2csc(C)n2)c(O)c1OC | -24 | -3 | -2 | -11 | -14 | -0.5 | 2 | . | -10 | 1
16 | COCc1ccc(-c2ccc3c(c2)c(C#Cc2ccsc2)c(-c2cc(OC)cc(OC)c2)n3C)cc1 | -5 | -2 | -3 | 1 | -5 | 1.0 | . | 0.3 | . | 2
17 | O=S(=O)(c1ccc(F)cc1)N1CCc2ccccc21 | -20 | 13 | -27 | 12 | 1 | -0.1 | 0 | 2.0 | 47 | 14
18 | Cc1nc(Nc2cccc(C(C)O)c2)c2nnn(Cc3ccccc3F)c2n1 (stereo not given) | -6 | 8 | 6 | 7 | -6 | 1.4 | -6 | 0.7 | 15 | 8
19 | CC1CN(C(=O)COC(=O)Cc2c(Cl)cccc2Cl)CC(C)O1 (stereo not given) | -15 | -8 | -22 | -12 | 4 | i | . | -1.5 | . | 10
20 | CCS(=O)(=O)Nc1cccc(-c2cc(-c3ccccc3)c3cc(C)ccc3n2)c1 | -1 | 1 | -3 | 2 | -157 | -0.2 | 1 | . | 3 | 5
21 | CN(C)CCNC(=O)c1c(NC(=O)c2ccccc2)sc2c1CCCC2 | 7 | -8 | 21 | 16 | -2 | -0.9 | -6 | 3.0 | 4 | 1
22 | CCc1ccccc1NC(=O)CSc1ccsc1[N+](=O)[O-] | 1 | 2 | 4 | 6 | -3 | -0.2 | -2 | . | -1 | -30
23 | CCCOc1ccc(N2C(=O)CC(N(CCc3ccc(OC)c(OC)c3)C(=S)Nc3ccccc3)C2=O)cc1 (stereo not given) | -9 | -2 | -2 | . | -26 | i | -2 | . | -2 | .
24 | Cc1onc(-c2ccccc2)c1C(=O)N1CC(C)OC(C)C1 (stereo not given) | -1 | -6 | -3 | -11 | 3 | 0.5 | -2 | . | 8 | 1
25 | CN(C)C(CNC(=O)c1sc2ccccc2c1Cl)c1ccco1 (stereo not given) | . | 10 | -8 | -4 | . | -0.3 | . | 1.2 | . | -1

A section of the results above, as a working copy:
item | SMILES | PriA SSB inh | Yp Topo-I inh | MazEF act | CCHF vOTU inh | Rv3671c protease | BH1578 lux ind | SARS 3CLpro inh | TcdB GH inh | VHR inh abs | PrPC surface inh
7 | COc1ccc(OC)c(NC(=O)c2cc3ccccc3cc2OC)c1 | 14 | -4 | 13 | 6 | -5 | -0.4 | -3 | 0.7 | 5 | 8
8 | CC[N+](C)(CC)CCOC(=O)C1c2ccccc2Oc2ccccc21 | -4 | -6 | -4 | 2 | 4 | i | . | 0.3 | . | 1
9 | O=C(CN1C(=O)NC2(CCc3ccccc32)C1=O)NCc1cccc(C(F)(F)F)c1 (stereo not given) | -2 | 2 | 0 | 4 | -9 | i | . | 1.9 | . | 1
10 | N#CC1(NC(=O)CSc2nnc(-c3ccccc3F)o2)CCCCC1 | -12 | -1 | 2 | -5 | 1 | i | . | 2.7 | . | -3
11 | COc1ccc(NC(=O)CS(=O)CC(=O)Nc2cccc3cccnc23)cc1 (stereo not given) | 8 | -1 | 8 | -1 | 5 | -0.2 | 3 | 1.0 | 21 | 1

Continued.
#	SMILES	PriA SSB inh	Yp Topo-I inh	MazEF act	CCHF vOTU inh	Rv3671c protease	BH1578 lux ind	SARS 3CLpro inh	TcdB GH inh	VHR inh abs	PrPC surface inh
26	CC1(C)CC(=O)C(C=Nc2ccc3cn[nH]c3c2)=C(O)C1	-1	7	2	0	-6	-6.7	-1	.	14	1
27	CCc1nnc(NC(=O)C2=NN(C3CCS(=O)(=O)C3)C(=O)CC2)s1 (stereo not given)	-6	-3	-11	-2	-3	-0.2	4	1.2	15	1
28	Cc1cc(-c2nn(-c3ccccc3F)cc2CN2CCC(C(N)=O)CC2)c(C)s1	3	3	-2	-13	3	-0.7	2	1.5	32	-4
29	CC1(Cc2ccc3c(c2)OCO3)C(=O)Nc2ccc(-c3cccc(C(F)(F)F)c3)cc21 (stereo not given)	.	23	.	-2	.	i	.	-0.5	.	6
30	CCN(C(=O)CSc1nnc(C)n1Cc1ccccc1)C1CCS(=O)(=O)C1 (stereo not given)	-3	-8	-4	-14	5	0.1	-2	1.1	24	0
31	CCc1ccccc1OCC(=O)Nc1nnc(C2CC2)s1	.	4	4	-11	.	i	.	2.1	.	1
32	O=C(CSc1nnc(-c2ccc(F)cc2)c2ccccc12)NCC1CCCO1 (stereo not given)	3	1	-4	8	1	-0.4	2	-1.3	17	5
33	[C-]#[N+][C@H](O[C@@H]1O[C@H](CO)[C@@H](O)[C@H](O)[C@H]1O)c1ccccc1	-7	-3	6	-3	8	-0.2	.	1.0	.	-4
34	CCOc1ccc(S(=O)(=O)NCCCl)cc1	0	11	7	-2	-2	-1.1	3	1.9	3	9
35	COc1ccccc1NC(=S)NC(=O)C(C)(C)C	-1	7	2	-9	-2	0.9	1	0.7	-16	2
36	C[C@@]12C(=O)Nc3ccccc3C(=O)N1[C@H]1c3cc(Br)ccc3OC[C@@H]1[C@@H]2c1ccccc1	-3	3	3	-2	-75	2.2	.	-0.7	.	4
37	Cc1cc2nc(C3CCN(Cc4nnnn4Cc4cccs4)CC3)[nH]c2cc1C	-5	18	-2	.	-2	-0.4	6	1.1	12	.
38	Cc1ccc(S(=O)(=O)N2CCN(C(=O)CNC(=O)c3ccc(Cl)cc3)CC2)cc1	-10	8	2	3	4	i	.	-2.8	.	2
39	Cc1ccc(C2=Nc3cccnc3C(c3ccccc3)=NN2)cc1	-7	-7	-1	1	2	i	0	0.4	-1	-6
40	N#CC1=C(N)C(C#N)(C#N)[C@H](c2cccnc2)[C@H]2CN(C(=O)OCc3ccccc3)CC=C12	9	-9	20	-5	4	i	1	-0.4	-11	1

(cont.)
#	SMILES	PriA SSB inh	Yp Topo-I inh	MazEF act	CCHF vOTU inh	Rv3671c protease	BH1578 lux ind	SARS 3CLpro inh	TcdB GH inh	VHR inh abs	PrPC surface inh
41	Cc1ccc(NC(=O)CN2C(=O)C3C4C=CC(C4)C3C2=O)cc1 (stereo not given)	-4	-1	-14	-11	5	i	2	0.5	13	7
42	O=C(/C=C/c1ccccc1)NCCN1CCOCC1	-9	3	8	-13	-8	-0.4	-3	.	5	-3
43	CCC1=NN(C(=O)c2ccc(Br)cc2)C(O)(c2ccc(C)cc2)C1 (stereo not given)	-11	-2	3	4	13	-0.3	-6	1.3	-11	-3
44	CCOC(=O)c1nn(-c2ccccc2C)c2nc(-c3ccc(Cl)cc3)c(C#N)c(=O)n12	-4	25	2	-3	-10	i	0	.	-23	-3
45	C=CC[C@@H](CC(=O)NCCO)C(=O)N[C@@H](COC(=O)[C@@H](CC=C)Cc1ccc(F)cc1)Cc1ccccc1	-6	13	-5	6	-4	-0.5	.	-0.1	.	-5
46	O=C(Nc1ccc(Br)cc1F)C1CCCN(S(=O)(=O)c2cnc[nH]2)C1 (stereo not given)	-16	3	2	1	1	-0.2	0	0.4	29	-5
47	COC(=O)c1cc(C(=O)c2ccc(Cl)cc2)n2c(=O)/c(=C\N(C)C)sc12	.	-1	21	8	-8	-0.4	3	1.1	7	-1
48	O=C(c1ccccc1)N1CCCC(C(=O)N2CCCCC2)C1 (stereo not given)	-8	4	-1	-6	3	2.1	-1	4.5	-13	-4
49	Cc1ccc(S(=O)(=O)N2CCN(Cc3ccco3)CC2)c(C)c1	3	15	-1	-6	1	-0.4	3	-1.0	12	6
50	Cc1ccc(CNC(=O)CS(=O)Cc2nc(-c3cccs3)oc2C)cc1 (stereo not given)	-2	14	-4	4	0	-0.2	1	-0.4	23	8
51	CS(=O)(=O)N(Cc1ccccc1)c1ccccc1C(=O)O	-5	-8	0	3	10	i	-7	.	15	-5
52	O=C(Cc1ccc(Br)cc1)NCCN1CCOCC1	-4	-5	10	-9	2	0.5	-3	0.3	14	10
53	CCOC(=O)COc1cccc2c(=O)n(CC(=O)NCc3ccc(F)cc3)ccc12	-10&-8	-2	0	-14	4	-0.3	-6	1.2	14	-10
54	COC(=O)c1cc(S(=O)(=O)NCC2CCN(Cc3cc(C)ccc3C)CC2)c[nH]1	-1	4	0	2	-5	-0.3	4	0.6	-3	-11
55	CCOc1ccc(N=Cc2c(O)n(C(C)(C)C)c(=O)[nH]c2=O)cc1	-18	-6	5	6	6	-2.2	2	.	30	4
